# AHR act – AHR activators, primary screen, cell-based, luminescence, luciferase reporter, human; activation, % at 5 µM; 320,000 compounds, 2.5% hits; AHR-responsive luciferase reporter cells; in the data active = activation above about 47%;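 note: 0% = vehicle wells and 100% = reference agonist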
# CIT2 TOR yeast – modulators of CIT2-GFP expression in yeast, primary screen, S. cerevisiae, GFP fusion, multiplex flow cytometry, MLPCN library; 320,000 compounds, 0.065% hits; GFP response vs DMSO, % at 10 µM; S. cerevisiae CIT2-GFP strain, 3 h; 100 means same as DMSO wells; AID 2029, 2009;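 active = GFP response relative to DMSO above a set limit, near the screen mean plus 3 SD, cut at about 150% in these data; inconclusive = Fewer than 70 cells measured for a yeast strain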;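 note: ratio of well median GFP fluorescence to mean of DMSO wells on the plate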
# procasp7 counter – procaspase-7 activators, primary screen, counter-screen for procaspase-3 activator project, biochemical, absorbance, HTS, human. Caspase-7 (Homo sapiens), P55210. AID 463210, 2010. activation, % at 8.5 µM. recombinant procaspase-7, Ac-DEVD-pNA absorbance 405 nm; D23A/D198A/D206A triple mutant, cannot self-cleave; scale: DMSO 0, 5 µM enzyme 100. 330,000 compounds, 0.093% hits;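 active = percent activation above the screen-wide mean plus 3 SD, cut at about 25% in these data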
# Target sequence (P55210 whole entry D23A/D198A/D206A): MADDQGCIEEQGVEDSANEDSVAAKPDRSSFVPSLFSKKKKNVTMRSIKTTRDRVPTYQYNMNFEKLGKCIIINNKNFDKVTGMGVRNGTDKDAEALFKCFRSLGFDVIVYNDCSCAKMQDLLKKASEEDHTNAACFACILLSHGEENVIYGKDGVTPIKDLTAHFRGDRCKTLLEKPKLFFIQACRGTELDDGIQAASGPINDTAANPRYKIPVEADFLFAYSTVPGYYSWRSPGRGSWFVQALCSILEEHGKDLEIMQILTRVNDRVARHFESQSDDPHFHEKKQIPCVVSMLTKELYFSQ
#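 Test system: Procaspase-7 triple mutant (PC-7 D3A). Also added: Ac-DEVD-pNA substrate, 400 µM as added. Schedule: 1 h enzyme–compound preincubation and 2 h substrate reaction, both 25 °C. Signal: p-Nitroaniline absorbance at 405 nm, read at 0 and 120 min. Control set: low DMSO alone, high DMSO plus 5 µM PC-7.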
# proCasp3 act – activators of human procaspase-3 D3A mutant, primary screen, biochemical, absorbance, PC-3 D3A mutant, single concentration; recombinant procaspase-3 D3A, Ac-DEVD-pNA absorbance 405 nm; 330,000 compounds, 0.11% hits; activation, % at 8.5 µM; Caspase-3 (Homo sapiens), P42574;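 active = activation above the mean of all tested compounds plus 3 SD, cut at about 21% in these data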;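 note: 0% = DMSO alone and 100% = DMSO wells spiked with extra 5 µM PC-3 D3A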
# Target sequence (P42574 whole entry D9A/D28A/D175A): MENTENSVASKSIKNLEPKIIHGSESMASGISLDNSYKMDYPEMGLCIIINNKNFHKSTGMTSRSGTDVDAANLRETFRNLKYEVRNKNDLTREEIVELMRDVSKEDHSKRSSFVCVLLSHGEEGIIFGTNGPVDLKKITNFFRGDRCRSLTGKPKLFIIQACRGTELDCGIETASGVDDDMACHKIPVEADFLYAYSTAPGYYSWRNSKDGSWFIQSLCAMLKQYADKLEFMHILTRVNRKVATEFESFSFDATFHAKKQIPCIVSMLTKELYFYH
#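 assay system = Procaspase-3 D3A mutant | signal = absorbance at 405 nm, 0 and 120 min | times = 1 h preincubation plus 2 h reaction at 25 °C | repeats = single replicate | read-out = % activation between DMSO and enzyme-spiked controls | medium = Zinc-free HEPES saline buffer with Triton X-100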
# MEP2-GFP yeast – modulators of MEP2-GFP levels in yeast, primary screen, S. cerevisiae, multiplex flow cytometry, MLPCN library | 330,000 compounds, 0.51% hits | GFP response vs DMSO, % at 10 µM | S. cerevisiae MEP2-GFP strain, 3 h; 100% = DMSO control level;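 active = GFP response versus DMSO above a set limit, roughly screen mean plus 3 SD, cut at about 180% in these data; inconclusive = fewer than 70 cells counted for a yeast strain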;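 note: median GFP fluorescence of the barcode-gated MEP2-GFP cells per well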
# LAP4-GFP MLPCN – modulators of LAP4-GFP expression in yeast, primary screen, S. cerevisiae, multiplex flow cytometry, MLPCN library. 3 h; median GFP as percent of DMSO wells. GFP response vs DMSO, % at 10 µM. 320,000 compounds, 0.34% hits. AID 2023, 2009;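 active = GFP response vs DMSO above a set limit, about the screen mean plus 3 SD, cut at about 150% in these data; inconclusive = under 70 cell events counted for the yeast strain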
# RPL19A TOR yeast – RPL19A-GFP expression modulators in yeast, primary screen, cell-based, S. cerevisiae, multiplex flow cytometry, MLPCN; S. cerevisiae RPL19A-GFP strain, 3 h; active compounds read low; percent response vs DMSO, % at 10 µM; 330,000 compounds, 0.3% hits;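 active = percent response vs DMSO below 50%; inconclusive = fewer than 70 events counted for the yeast strain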;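 note: median channel GFP fluorescence of the barcoded RPL19A-GFP strain; ratio of sample median GFP to plate DMSO average so 100% = DMSO; lower means less RPL19A-GFP as with rapamycin TOR inhibition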
# AGP1-GFP MLPCN – modulators of AGP1-GFP expression in yeast TOR pathway, primary screen, cell-based, multiplex flow cytometry, S. cerevisiae, MLPCN library. 3 h; GFP as percent of DMSO wells. GFP response vs DMSO, % at 10 µM. 320,000 compounds, 0.02% hits;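 active = GFP response relative to DMSO above a set limit, near screen average plus 3 SD, cut at about 150% in these data; inconclusive = fewer than 70 cells counted for the yeast strain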;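 note: median GFP channel fluorescence of the gated AGP1 strain per well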
# * hit, by the source's call; ? = inconclusive; / = no result given; [ ] = remark or other dose.
canonical_smiles	AHR act	CIT2 TOR yeast	procasp7 counter	proCasp3 act	MEP2-GFP yeast	LAP4-GFP MLPCN	RPL19A TOR yeast	AGP1-GFP MLPCN
COc1ccc(-c2ccc3c(N)c(C(=O)NC(C)C)sc3n2)cc1OC	8	88	-33	-8	95	102	92	95
O=C(CSCCO)Nc1ccc(C23CC4CC(CC(C4)C2)C3)cc1	-5	/	5	0	104	97	106	104
O=C(O)c1cc2nccc(-c3ccco3)n2n1	-1	103	3	2	107	111	104	107
CCOC(=O)C1=C(O)/C(=C\c2ccc(CNC(=O)C(=O)Nc3ccccc3)o2)N=C1C	0	94	-2	-4	99	94	95	96
CNC(=S)NNC(=O)c1ccc(=O)n(Cc2ccc(Cl)cc2Cl)c1	0	99	-5	4	110	115	99	104
COc1cccc(-n2nc(-c3ccnn3-c3cccc(Cl)c3)c(=O)n(C)c2=O)c1	8	89	3	4	104	107	99	107
O=C(NC(Cc1ccccc1)C(=O)O)/C(=C\c1ccc(F)cc1)NC(=O)c1ccco1 (configuration not stated)	-2	104	10	3	102	96	105	108
Cc1ccc(NC(=O)c2sc3ncnc(N4CCN(c5ccccn5)CC4)c3c2C)c(C)c1	7	97	-1	6	102	104	96	97
COc1ccc(CCNC(=O)[C@H](CCSC)NC(=O)N2CCn3c2nc2ccccc23)cc1OC	3	106	10	3	102	90	94	30
c1cncc(CNc2ncnc3ccc(-c4ccc5c(c4)OCCO5)cc23)c1	8	105	-6	-2	108	131	103	105
COc1ccc(C)cc1NC(=O)CSc1ccc(-c2sc(C)nc2C)nn1	14	95	-7	-3	103	137	100	101
Cc1ccc(-c2nn(-c3ccccc3)cc2/C=N/NC(=O)c2ccc3c(c2)OCO3)cc1	6	83	-3	6	102	99	95	81
COc1ccc(Br)cc1/C=N/NC(=O)c1ccc(COc2ccc3c(c2)CCC3)o1	62*	95	-14	3	106	108	99	101
CCN(C(=O)CO/N=C/c1ccc(OC)cc1OC)c1c(N)n(Cc2ccccc2)c(=O)[nH]c1=O	2	107	2	3	97	101	95	100
N#Cc1ccccc1/C=C/C(=O)N1CCOCC1	0	102	-6	-2	98	99	97	100
COc1ccc(OC)c(S(=O)(=O)N2CCC(C(=O)NC3CCCCCC3)CC2)c1	7	100	5	-1	103	96	109	98
O=C(Nc1ccccc1NS(=O)(=O)c1ccc(F)cc1)C1CCCC1	1	104	3	1	108	102	100	106
COc1ccccc1N1CCN(C(=O)c2ccc3[nH]c4c(c3c2)CCCC4)CC1	5	96	5	2	102	82	97	96
O=C(Nc1ccc(C(=O)O)cc1)/C(=C\C=C\c1ccccc1)NC(=O)c1ccc(Br)cc1	-1	106	1	-2	95	101	93	101
O=C(NCc1ccc2c(c1)OCO2)C1CCN(C(=O)Nc2ccc(Cl)cc2)CC1	-1	/	0	-2	101	91	102	102

canonical_smiles	AHR act	CIT2 TOR yeast	procasp7 counter	proCasp3 act	MEP2-GFP yeast	LAP4-GFP MLPCN	RPL19A TOR yeast	AGP1-GFP MLPCN
O=C(C1CC1)N1CCc2[nH]c3ccccc3c2C1	-3	95	-6	10	106	106	100	103
Cc1ccc(NC(=O)CN2C(=O)S/C(=C\c3ccc(-c4cccc(C(=O)O)c4C)o3)C2=O)cc1	1	113	9	-2	111	108	109	112
COC(Cn1c(-c2cccc(S(=O)(=O)N(C)C)c2)n[nH]c1=S)OC	-1	101	1	3	107	104	95	104
Cc1cccc(/C=C2\Sc3ccc(C(=O)N4CCC(C(N)=O)CC4)cc3N(C)C2=O)c1	-1	97	-10	2	100	99	95	102
N#Cc1ccccc1NC(=O)Nc1cccs1	5	103	5	-2	106	109	93	101
CC1CCN(C(=O)Nc2ccc3nsnc3c2)CC1	13	98	6	-7	95	101	96	96
CCOc1ccccc1NC(=O)CNC(=O)Cc1ccccc1	6	95	8	-4	95	95	105	101
O=C(NCCc1nc(-c2ccc(F)cc2)no1)c1ccc(F)cc1	-4	67	7	3	93	135	95	78
Cc1c(N)cccc1[N+](=O)[O-]	2	109	3	7	97	98	102	102
CCOc1ccc(N(CC(=O)N/N=C(\C)c2cccc(NC(C)=O)c2)S(=O)(=O)c2ccccc2)cc1	3	108	-2	3	108	98	106	104
Cc1ccnc(NC(=O)CCC(=O)N(CC(=O)NCCc2ccccc2)c2ccc(F)cc2)c1	0	101	4	-2	106	102	106	104
Cc1onc(-c2ccccc2)c1C(=O)N1CCCCCC1	1	100	1	-3	93	95	101	98
Cc1[nH]n2c(=O)c3c(nc2c1-c1ccccc1)CCC3	25	105	5	5	105	100	101	103
CCC(C)(C)n1nnnc1C(c1ccccn1)N1CCOCC1 (configuration not stated)	-1	98	9	-5	91	91	92	94
CCCc1ccc2oc(C(=O)N3CCC(N4CCCC(O)C4)CC3)c(C)c2c1 (configuration not stated)	7	98	6	3	95	98	99	104
COc1ccc(Cc2noc(-c3ccc([N+](=O)[O-])cc3)n2)cc1OC	14	95	2	-15	108	101	108	104
O=C(c1ccccc1)N1CCCC(c2ccc(Cl)cc2)=N1	2	99	2	-2	100	94	98	93
Cc1ccc(NC(=O)Cn2ccc([N+](=O)[O-])n2)cc1Cl	-4	107	6	1	109	103	101	102
COc1ccc(C)cc1S(=O)(=O)N1CCN(S(=O)(=O)c2cc(C)ccc2OC)C(C)C1 (configuration not stated)	13	97	-1	0	101	104	102	100
CCOP(=O)(OCC)C(NC(C)=O)C(=O)c1ccccc1 (configuration not stated)	1	103	3	5	110	100	98	100

canonical_smiles	AHR act	CIT2 TOR yeast	procasp7 counter	proCasp3 act	MEP2-GFP yeast	LAP4-GFP MLPCN	RPL19A TOR yeast	AGP1-GFP MLPCN
Cc1ccc(C)c(S(=O)(=O)N2CCN(Cc3cc4c(cc3O)OCO4)CC2)c1	4	93	-26	-8	96	96	94	96
O=C(O)c1ccccc1C(=O)N1CCN(S(=O)(=O)c2cccc(C(F)(F)F)c2)CC1	6	108	-1	1	103	90	101	102
C=CCN1C(=O)c2ccc(C(=O)N3CCN(S(=O)(=O)c4cccc(Cl)c4)CC3)cc2C1=O	2	102	-2	-4	115	100	101	100
CCOCCCNC(=O)Cn1ncc2c(=O)oc3ccccc3c21	-1	129	-1	-4	96	105	102	108
Cc1cc(C(F)(F)F)c2c(N)c(C(=O)NC3CC3)sc2n1	16	90	10	0	101	103	102	96
CN1c2ccccc2N(C)C1(C)c1ccccc1	-1	?	5	1	186*[may fluoresce violet]	92[may fluoresce violet]	39*[may fluoresce violet]	20[may fluoresce violet]
O=C1C=C(c2ccc3[nH]ccc3c2)C[C@@H](c2ccc(F)cc2)C1	-7	99	2	-3	96	104	96	69
O=C(CSc1nnc(-c2ccncc2)s1)Nc1ccc(Cl)c(C(=O)O)c1	0	104	-2	-7	108	96	105	105
COc1ccc(C(=O)C2CCCN(C(=O)c3cccnc3OC)C2)cc1F (configuration not stated)	0	97	7	0	96	92	93	101
O=C(Nc1ccccc1C(=O)NCC1CCCO1)c1ccccc1F (configuration not stated)	0	109	0	-2	100	98	103	102
COCCCN(C(=O)c1ccccc1)c1nc(-c2ccc(OC)cc2)cs1	/	97	/	/	97	97	99	100
NN1C(=O)c2cccc3c(C(=O)O)ccc(c23)C1=O	2	96	7	-5	98	102	100	102
COc1ccc(S(=O)(=O)N(CC(=O)NC2CCCCC2)c2ccc(F)cc2)cc1	0	99	3	-4	102	97	101	102
CN(CC(=O)Nc1ccc(Cl)c(Cl)c1)CC(=O)Nc1ccc2c(c1)OCO2	4	90	3	3	99	99	92	94
COc1ccc(S(=O)(=O)Oc2ccc(C(=S)N3CCOCC3)cc2OC)cc1	-1	96	-4	4	106	95	100	96
COc1cc(OC)c(C2C(C#N)=C(N)OC3=C2C(=O)CC(C)C3)cc1OC (configuration not stated)	0	103	-17	-9	117	119	108	114
O=C(c1ccc2c(=O)n3c(nc2c1)CCCCC3)N1CCN(c2ccc(Cl)cc2)CC1	0	90	-8	1	100	108	92	90
Cc1ccc(-c2noc(=O)n2CC(=O)Nc2ccc(S(=O)(=O)NC3CC3)cc2)cc1	2	99	-1	8	101	97	95	100
Cc1ccc(S(=O)(=O)N2CCN(C(=O)c3nn(C(C)C)c(=O)c4ccccc34)CC2)cc1C	0	109	13	1	106	96	103	110
Cc1cnc(NC(=O)C2CC(=O)N(c3ccc4c(c3)OCCO4)C2)s1 (configuration not stated)	-4	111	5	8	107	94	102	106

canonical_smiles	AHR act	CIT2 TOR yeast	procasp7 counter	proCasp3 act	MEP2-GFP yeast	LAP4-GFP MLPCN	RPL19A TOR yeast	AGP1-GFP MLPCN
O=C(c1ccc(-c2ccc(Cl)cc2)o1)N1CCN(S(=O)(=O)c2cccs2)CC1	-4	84	-4	3	104	103	99	96
Cc1ccc(N2C(=O)C(c3c(C)[nH]n(-c4ccccc4)c3=O)(C(F)(F)F)C3=C2CC(C)(C)CC3=O)cc1 (configuration not stated)	0	98	-10	3	97	109	89	98
Cc1cc(=O)oc2cc(OCC(=O)Nc3ccccc3C(N)=O)c(Cl)cc12	2	96	0	1	91	78	88	84
CC(C)(C)NC(=O)C1CCN(C(=O)c2ccc(-c3ccccc3)cc2)CC1	1	97	4	-6	94	96	92	98
O=C(Cc1cccs1)N1CCN(S(=O)(=O)c2ccc(F)c(F)c2)CC1	6	106	1	-4	104	98	103	102
Cc1nn(C)c(C)c1NC(=O)c1ccc(Br)o1	1	92	5	-7	94	111	97	102
COc1ccccc1CNC(=O)CCC(=O)N1CCOc2ccc(C)cc21	20	88	2	5	93	87	82	82
Cc1cc(/C=N/NC(=O)c2ccc(CN3CCOCC3)cc2)c(C)n1-c1ccccc1	-1	106	-11	-6	114	105	109	118
COc1ccc(Br)cc1CN1CCN(C(=O)c2ccc(F)cc2)CC1	14	100	6	-1	92	116	97	104
COC(=O)[C@]1(C)N[C@H](CN(C)S(=O)(=O)c2ccc(C)cc2)[C@@H]2C(=O)N(Cc3ccccc3)C(=O)[C@@H]21	0	94	7	5	91	88	92	96
O=c1c2ccccc2sn1-c1cc(S(=O)(=O)N2CCOCC2)ccc1N1CCCC1	0	93	-26	-22	101	94	98	106
CCSc1nc(O)c(C(c2cccc(OC)c2)c2c(O)nc(SCC)[nH]c2=O)c(=O)[nH]1	-1	103	-6	-9	103	95	101	101
CC(NC(=O)c1cc([N+](=O)[O-])cc([N+](=O)[O-])c1)C1CC2CCC1C2 (configuration not stated)	2	96	4	2	97	95	100	96
COc1ccc(S(=O)(=O)N2CCCC(C(=O)NCC3CCCO3)C2)cc1OC (configuration not stated)	-2	99	-9	-1	102	106	94	99
O=C(Cc1ccc(Br)cc1)Nc1cccc(-c2cn3c(n2)SCC3)c1	4	97	1	2	103	99	104	96
COc1cc(C(=O)Nc2ccncc2)c([N+](=O)[O-])cc1OC	2	93	-3	1	85	105	94	103

# Bioassay records (PubChem BioAssay)
